Myeloid diff 2: myeloid differentiation induction. ER-HoxA9 myeloid progenitors, lysozyme-GFP differentiation, flow cytometry. calls only at 10 µM. 1% of 360,000 active. AID 624256;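 active = normalized GFP-positive differentiation at or above the plate's own cutoff, the solvent-only control mean plus 3 SD; inconclusive = no clear call, values can overlap the other calls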;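 also: cells exposed to compound for four days before flow analysis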
PMI inhibitors: MPI enzyme activity inhibition – biochemical, fluorescence intensity, coupled assay, primary screen (AID 1209); purified PMI enzyme, coupled fluorescence intensity; higher % means a stronger effect; inhibition, % at 20 µM, or IC50 in µM where a hit was titrated; 0.42% of 190,000 active;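 also: plate controls were DMSO vehicle for no effect and wells lacking substrate for full effect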
M17LAP inhibition: P. falciparum M17LAP inhibitors, primary screen, biochemical, fluorogenic H-Leu-NHMec substrate, 1536-well (AID 1619); recombinant M17LAP, H-Leu-NHMec fluorogenic kinetic assay; higher % means a stronger effect; inhibition, % at 30 µM, or IC50 in µM where a hit was titrated; 0.38% of 220,000 active;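 active = compound inhibiting the enzyme by more than half at any dose during confirmatory dose-response retesting; inconclusive = strong single-dose inhibitors picked by rank but not retested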;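 also: plate controls were full reaction with DMSO carrier for no effect and no enzyme background for full effect; strong numbers were not always called active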
PMI inhibition: human PMI inhibitors, high substrate, primary screen, biochemical, fluorescence intensity, high mannose 6-phosphate (AID 1220). recombinant PMI enzyme, coupled fluorescence intensity; higher % means a stronger effect. 0.66% of 190,000 active. inhibition, % at 20 µM, or IC50 in µM where a hit was titrated
LYP inhibition: inhibitors of LYP phosphatase, biochemical, fluorescence intensity, uHTS (AID 1779); recombinant LYP phosphatase, fluorescence intensity; higher % means a stronger effect; inhibition, % at 11.5 µM; hits with a dose series show IC50 in µM; 0.054% of 290,000 active;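 also: plate controls were vehicle with enzyme for no effect and no enzyme for full effect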
XIAP displacement: small molecules displacing peptide from XIAP – biochemical, IAP family, fluorescence polarization (AID 1018) | XIAP BIR domain, fluorescence polarization peptide displacement; higher % means a stronger effect | one-dose displacement, % at 20 µM; IC50 in µM for titrated hits | 0.007% of 200,000 active; in the data active = displacement above about 50%; also: a part of the inactive calls stands beside numbers as strong as those of hits
M1AAP inhibition: malaria alanyl aminopeptidase activity blockers – biochemical, fluorogenic H-Leu-NHMec substrate, 1536-well (AID 1445) | inhibition, % at 30 µM, or IC50 in µM where a hit was titrated | recombinant M1AAP, H-Leu-NHMec fluorogenic kinetic assay; higher % means a stronger effect | 0.42% of 220,000 active;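 active = primary inhibition above the hit cutoff, then over 50% inhibition at one or more dose response concentrations, cut at about 23% in these data, passing the limit was not always enough; inconclusive = conflicting primary data, or primary hits not chosen for dose response; inactive = low primary inhibition, or under 50% at every dose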;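 also: plate controls were DMSO full reaction for no effect and no enzyme background for full effect; strong numbers were not always called active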
TNAP activators: stimulation of alkaline phosphatase TNAP activity – biochemical, luminescent, no phosphate acceptor, uHTS, primary screen (AID 1001) | purified TNAP, luminescent activation assay, no phosphate acceptor; higher activation fold means a stronger effect | activation fold at 20 µM, or EC50 in µM where a hit was titrated | 0.03% of 200,000 active; in the data active = activation fold from about 3, or a potency from the dose series; inactive = the rest, 99 in 100 with activation fold below about 1.6; also: many of its hits are not listed in these tables
ER stress rescue: rescue of cells from ER stress-induced death, primary screen, 384-well, CSM14.1, thapsigargin, ATP luminescence (AID 1222); CSM14.1 thapsigargin-induced death rescue, ATP luminescence; higher % means a stronger effect; cellular ATP content (survival), % at 20 µM; hits with a dose series show EC50 in µM; 190,000 tested, under 10 active;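 active = EC50 below 50 µM in the dose-response confirmation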;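 also: death triggered by thapsigargin at about 15 µM added after 2 h compound pretreatment; cell ATP read after overnight thapsigargin exposure of roughly 18 to 22 hours; normalized against plate controls of thapsigargin alone and 5% DMSO vehicle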
Myeloid diff 2 GFP+ MAC1+ %: second read-out of Myeloid diff 2, no call of its own (marks repeat the call); GFP+ MAC1+ double positive, %; measured here: differentiation confirmed by MAC1 staining
Numbers without * were called inactive; i = inactive; ? = inconclusive; · = not tested or not shown; + = active, no number. Rule as the data show it, unless noted: active = inhibition above about 50%; inactive = the rest. Not a hit list; overall some 2.7% were active at least once.

SMILES | Myeloid diff 2 | Myeloid diff 2 GFP+ MAC1+ % | PMI inhibitors | M17LAP inhibition | PMI inhibition | LYP inhibition | XIAP displacement | M1AAP inhibition | TNAP activators | ER stress rescue
C/C=C(/C)C(=O)O[C@@H]1[C@H](OC(=O)C=C(C)C)c2c(ccc3ccc(=O)oc23)OC1(C)C | i | 0.6 | 7% | -8% | 12% | -3% | -5.4% | 2% | 1 | -4.3%
Cc1ccc(S(=O)(=O)Nc2cccnc2)cc1 | i | 0.9 | -11% | 1% | -1% | -2% | -4.1% | 5% | 0.9 | -1.2%
Cc1cccc(-n2c(SCC(=O)Nc3ncc(Cl)cc3Cl)nc3ccccc32)c1 | + | 1.7* | 19% | -1% | 13% | 8% | -1.8% | 3% | 0.9 | 1.6%
Cc1ccsc1/C=N\NC(=O)CC(=O)NCc1ccccc1 | i | 0.5 | 6% | 1% | 8% | -1% | -2.2% | 7% | 1 | -0.9%
CCOc1ccc2nc(NC(=O)c3ccc(OC)c(S(=O)(=O)N4CCOCC4)c3)sc2c1 | i | 0.6 | 6% | 5% | 1% | 0% | -5.2% | 4% | 1.2 | -0.4%
Cc1cc(C)n(CC2CC(=O)N(c3ccc(Cl)c(Cl)c3)C2=O)n1 (stereo not drawn) | i | 0.5 | 4% | 3% | 4% | -1% | -1.9% | -2% | 1.1 | ·
CCOC(=O)c1oc2cccc(OC(C)=O)c2c1C | i | 0.5 | -8% | -3% | 0% | -7% | -1.8% | -1% | 1.1 | -0.9%
Cc1nnc(SCC(=O)Nc2sccc2C#N)n1Cc1ccccc1 | i | 0.5 | 3% | 4% | 5% | -3% | -8.2% | 15% | 1.1 | -0.7%
O=C(NCC1CCCO1)C(c1ccncc1)N(Cc1cccs1)C(=O)Cn1nnc(-c2ccc(F)cc2)n1 (stereo not drawn) | i | 0.2 | · | 11% | · | 1% | -6.7% | 7% | 1.1 | 0.4%
CCC1=NN2C(=N)/C(=C\c3cccn3-c3cccc(Cl)c3)C(=O)N=C2S1 | i | 0.2 | 8% | 18% | 4% | 8% | -11% | 8% | 1 | ·
Cc1nc(NC2=NCN(Cc3cccnc3)CN2)nc2c(C)cccc12 | · | · | 12% | · | 6% | 3% | -10% | · | 1 | 2.8%
O=C(O)c1ccc(-n2ncc3c2/C(=C/c2cccc([N+](=O)[O-])c2)CC3)cc1 | i | 0.4 | · | 2% | · | -2% | · | 11% | · | ·
CCOC(=O)C1=C(C)N(c2ccccc2)C(=O)/C1=C\c1cccs1 | i | 0.7 | -5% | 6% | -7% | -4% | -10% | 7% | 1.1 | -2.0%
Cn1cc(S(=O)(=O)N2CCC(C(N)=O)CC2)c(=O)n(C)c1=O | i | 1.3 | 9% | -2% | -1% | -2% | -2.9% | 7% | 1 | -0.8%
FC(F)(F)c1cccc(N/N=C/c2ccccc2)c1 | i | 0.5 | 10% | 7% | 5% | 0% | 2.4% | 4% | 1 | -0.9%
OCCN(Cc1ccccc1)Cc1ccc(Cl)cc1 | i | 6.4 | 10% | 12% | 3% | -4% | -2.7% | -5% | 1.1 | -1.4%
Cc1cc([N+](=O)[O-])nn1Cc1c(F)c(F)c(F)c(F)c1F | i | 0.6 | 4% | -15% | -1% | -3% | -17% | 12% | 1.1 | -4.1%
Cc1ccc(S(=O)(=O)C2(C(=O)Nc3ccc(F)cc3)CC2)cc1 | i | 1.3 | 8% | 0% | 2% | 1% | 0.7% | -5% | 1.1 | 0.6%
CCC(C(=O)Nc1cccc(C(F)(F)F)c1)c1ccccc1 (stereo not drawn) | i | 0.7 | 16% | -1% | 15% | -9% | 6.9% | 2% | 1.1 | 3.9%
Cc1ccc2cc3cc(C(=O)NCCC(C)C)oc3nc2c1 | i | 0.7 | 0% | -1% | 0% | 2% | -23% | 1% | 1.1 | -1.2%
CN(Cc1nc(Cc2cccc(F)c2)no1)CC1COCCO1 (stereo not drawn) | i | 1.4 | · | -2% | · | 4% | -2.2% | -5% | 1.1 | -0.3%
O=C(c1ccc(F)cc1)C1CCN(C(=S)NCC2CCCO2)CC1 (stereo not drawn) | i | 0.9 | 12% | 0% | 9% | -8% | -7.7% | 7% | 1 | -0.6%
CC(C)(C)c1ccc(C(=O)N2CCCN(c3ccc([N+](=O)[O-])cn3)CC2)cc1 | i | 0.3 | · | -3% | · | -2% | · | 2% | · | ·
Cc1cc(C)n(C(=O)c2ccccc2[N+](=O)[O-])n1 | i | 0.4 | 8% | -1% | 0% | 0% | -14% | 0% | 1.1 | -0.8%
CCOc1cc(C(N)=O)cc(Cl)c1OCC | i | 0.2 | 7% | 3% | 2% | -6% | -3.7% | 11% | 1.1 | -0.6%
COc1ccc(NS(=O)(=O)c2cc(NC(=O)c3cnccn3)ccc2N2CCCC2)cc1 | i | 0.3 | 1% | -3% | -5% | 2% | -0.8% | 0% | 1 | -6.0%
CO/N=C(\CCC(=O)O)c1cccs1 | i | 0.2 | · | 4% | · | -5% | · | 1% | · | ·
COCCn1c(-c2ccc(Cl)cc2)cnc1SCC(=O)NCc1cccs1 | i | 1.8 | 0% | 8% | 0% | 2% | 0.8% | 4% | 1 | -1.7%
Clc1cccc(Cl)c1Cn1nnc(-c2cccs2)n1 | i | 0.8 | -4% | -1% | -2% | -4% | -4.5% | 5% | 1.1 | -1.2%
O=C(CSc1nc2ccccc2c(=O)[nH]1)c1ccc(O)c(O)c1 | i | 1.8 | 23% | 13µM* | 23% | 3% | -5.2% | 22% | 0.8 | ·
O=C(CNC(=S)N(Cc1ccccc1)Cc1ccccc1F)NCc1ccccc1 | · | · | 18% | 3% | 8% | 10% | -16% | 0% | 1.3 | ·
COC(=O)c1ccccc1NC(=O)Cn1c(=O)n(CCC(=O)NC2CCN(Cc3ccccc3)CC2)c(=O)c2ccccc21 | i | 0.4 | · | -19% | · | -5% | · | 1% | · | ·
O=C(c1cc(-c2cccs2)on1)N1CCOCC1 | i | 1.9 | 4% | -7% | 6% | -5% | -4.3% | 7% | 1.1 | -0.6%
O=C(Nc1cccc(Cl)c1)Nc1cc(S(=O)(=O)N2CCOCC2)ccc1N1CCCC1 | i | 0.8 | 14% | 16% | 3% | 7% | -14% | 3% | 1.8 | -2.2%
O=C(Cc1sc(-c2ccccc2)nc1-c1ccccc1)Nc1ccccc1 | i | 1.1 | 10% | 2% | 5% | -1% | -6.5% | 3% | 1.1 | -2.6%
CCOc1ccccc1N1CCN(Cc2ccc(Br)s2)CC1 | i | 1.7 | 18% | 14% | 9% | 2% | -17% | 0% | 1 | -1.3%
O=C(NCc1n[nH]c(=S)n1-c1ccc(F)cc1)c1ccc(S(=O)(=O)N2CCOCC2)cc1 | i | 0.1 | 3% | -6% | 7% | -8% | -5.9% | 6% | 1 | -1.8%
Cn1c(-c2ccc(F)cc2)cnc1SCC(=O)NCc1ccco1 | i | 0.6 | 2% | 13% | 1% | -6% | -4.4% | 7% | 1.2 | 3.0%
Cc1cccc(-n2c(C)cc(/C=N\NC(=O)c3ccco3)c2C)c1 | i | 0.6 | -16% | 7% | -6% | -8% | -1.7% | 9% | 1.3 | -1.3%
CCc1cc([N+](=O)[O-])cc(CC)c1N | i | 1.1 | 4% | 6% | -1% | -9% | -2.1% | 1% | 1.1 | 1.5%
Cc1ccc(NC(=O)C2(NC(=O)c3cccc(N4C(=O)CSC4c4ccccc4)c3)CCCCC2)cc1 (stereo not drawn) | i | 1.0 | -3% | 4% | -3% | 0% | -2.9% | 7% | 1.4 | -1.2%
N#Cc1ccc(OCC(=O)NN2Cc3ccccc3C2=N)cc1 | i | 0.9 | -36% | -4% | -15% | 1% | -7.0% | -4% | 1 | -1.0%
Cc1[nH]c2ccccc2c1C(c1ccncc1)N1CCC(C)CC1 (stereo not drawn) | · | · | 2% | -1% | 46% | 0% | -3.8% | 2% | 1.1 | ·
Cc1ccc(C#CC[N+]2(C)CCCCC2)cc1 | ? | · | · | -8% | · | 0% | · | 0% | · | ·
Cn1cc(Cl)c(C(=O)NC2CCCC2)n1 | i | 1.8 | 10% | 20% | 9% | 0% | -1.8% | 12% | 1.1 | -2.5%
Nn1c(COc2ccccc2)nnc1SCC(=O)O | i | 0.7 | 7% | 11% | -1% | -9% | -7.5% | -2% | 1.1 | 4.3%
COc1ccc(C(=O)NC2(C(F)(F)F)N=C3SCCN3C2=O)cc1 (stereo not drawn) | i | 0.2 | -6% | 53% | 7% | -5% | -9.3% | 1% | 1 | 2.1%
Cc1cccc(N2CCN(C(=O)C3CCN(S(=O)(=O)N4CCOCC4)CC3)CC2)c1C | i | 0.0 | 3% | -7% | 9% | -3% | -12% | 0% | 1.1 | -0.8%
N#Cc1ccc(/C=N/NC(=O)c2cc(-c3cccs3)nc3ccccc23)cc1 | i | 1.0 | 20% | 3% | 4% | -6% | 5.7% | 4% | 1 | -0.6%
COc1cc(OC)cc(C(=O)NC(=S)Nc2ccc(Cl)c(C(=O)O)c2)c1 | i | 1.0 | -1% | 10% | -2% | -4% | -0.2% | 9% | 1.1 | -0.2%
CCOP(=O)(OCC)/C(=N/OC(=O)c1ccccc1C)C(N)=O | i | 1.5 | 0% | 2% | 2% | -3% | -4.9% | 9% | 1.1 | 2.2%
CC1=NN(/C(=N\c2nnc(C)s2)Nc2ccc(C)cc2)[C@H](c2ccc(C)cc2)S1 | i | 0.5 | 1% | 8% | 8% | 11% | -11% | 12% | 1 | -0.4%
COc1ccc2nc(COC(=O)c3ccco3)c(C(C)=O)[n+]([O-])c2c1 | i | 1.0 | -2% | 12% | 1% | -8% | -0.8% | 6% | 1.2 | 2.8%
CCC1Oc2nc(SC)nnc2-c2ccccc2N1C(=O)c1ccccc1 (stereo not drawn) | i | 0.5 | 0% | 4% | -5% | -6% | -3.9% | 12% | 1 | -3.7%
CN1CCN(C(=O)CC23CC4CC(CC(C4)C2)C3)CC1 | i | 1.5 | 8% | 0% | -3% | -4% | -6.8% | 2% | 1.1 | -2.2%
COc1ccc(Cl)cc1S(=O)(=O)NCc1cccnc1 | i | 6.5 | 6% | -9% | 5% | -10% | -6.9% | -4% | 1.1 | 1.8%
CCOC(=O)c1ccc(NC(=O)C2CCN(C(=O)c3ccc(OC)c(OC)c3)CC2)cc1 | i | 1.8 | 1% | -2% | 0% | -10% | 2.5% | -6% | 1.1 | -0.7%
CN(c1ccccc1)S(=O)(=O)c1cc(Cl)ccc1Cl | i | 0.1 | -1% | 8% | -3% | -7% | -5.8% | 4% | 1.1 | -0.7%
